Bfl-1 Bim block – inhibitors of Bim-Bfl-1 interaction, human; Bead-based flow cytometry, Bim-Bfl-1 binding inhibition; inhibition, % at 10 µM; hit rate 0.12% among 190,000; AID 1008;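 also: 0% = wells without compound plus tracer and 100% = blocker peptide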
Bcl-2 Bim block – inhibitors of Bim-Bcl-2 interaction, human. P10415. hit rate 0.06% among 190,000. Bead-based flow cytometry, Bim peptide-Bcl-2 binding. inhibition, % at 10 µM; in the data active = inhibition above about 40%; inconclusive = no clear call, values can overlap the other calls;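 also: 0% = no compound wells with probe peptide and 100% = reference peptide inhibitor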
Target sequence (P10415 whole entry, looked up): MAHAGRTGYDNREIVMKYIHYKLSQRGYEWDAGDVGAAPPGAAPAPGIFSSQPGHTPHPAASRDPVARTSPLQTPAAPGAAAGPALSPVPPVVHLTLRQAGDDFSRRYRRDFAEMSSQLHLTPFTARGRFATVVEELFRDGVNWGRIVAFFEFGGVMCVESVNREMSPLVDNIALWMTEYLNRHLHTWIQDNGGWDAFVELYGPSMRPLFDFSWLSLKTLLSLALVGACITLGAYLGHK
Bim-Bcl-B – disrupts Bim peptide binding to human Bcl-B; bead-based flow cytometry; Q9HD36; inhibition, % at 10 µM; hit rate 0.073% among 190,000; AID 951;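 also: 0% = tracer peptide without compound and 100% = reference inhibitor peptide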
Bcl-XL Bim block – disrupts Bim peptide binding to human Bcl-XL; bead flow cytometry, fluorescence; hit rate 0.04% among 190,000; inhibition, % at 10 µM; AID 1007
Bim-Bcl-W – inhibitors of Bim-Bcl-W interaction, human | Q92843 | bead-based flow cytometry, Bim peptide-Bcl-W binding | inhibition, % at 10 µM | hit rate 0.02% among 190,000 | AID 952;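 also: 0% = bound tracer without compound and 100% = peptide blocker; higher means less fluorescent Bim peptide bound to Bcl-W beads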
Target sequence (Q92843 whole entry, looked up): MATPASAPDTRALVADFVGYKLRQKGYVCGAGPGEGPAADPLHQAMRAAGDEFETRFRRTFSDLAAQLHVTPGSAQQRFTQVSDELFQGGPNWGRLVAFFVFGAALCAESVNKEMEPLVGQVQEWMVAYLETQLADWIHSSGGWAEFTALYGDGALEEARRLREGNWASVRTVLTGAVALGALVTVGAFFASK
RGS7-Gao – human RGS7-Galphao interaction regulation; Multiplexed bead flow cytometry, RGS7-Galphao binding; actives lie on both sides; binding response (% of control), % at 10 µM; hit rate 0.35% among 220,000; in the data active = binding response below about 49% or above about 150%; inconclusive = no clear call, values can overlap the other calls; inactive = in between;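 also: fluorescent Galphao held in activated GDP-AlF4 state binding bead-coupled RGS7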
RGS4-Gao reg – modulates binding of RGS4 to human Galphao. binding response (% of control), % at 10 µM. Multiplexed bead flow cytometry; actives lie on both sides. hit rate 0.33% among 220,000. P09471; in the data active = binding response below about 49% or above about 150%; inactive = in between;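 also: fluorescent Galphao activated with aluminum fluoride binding bead-coupled RGS4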
Bim-Mcl-1 – disrupts Bim peptide binding to human Mcl-1 | Q07820 | inhibition, % at 10 µM | hit rate 0.1% among 190,000 | Bead-based flow cytometry, Bim peptide-Mcl-1 binding;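 also: 0% = no compound tracer wells and 100% = peptide blocker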
Target sequence (Q07820 whole entry, looked up): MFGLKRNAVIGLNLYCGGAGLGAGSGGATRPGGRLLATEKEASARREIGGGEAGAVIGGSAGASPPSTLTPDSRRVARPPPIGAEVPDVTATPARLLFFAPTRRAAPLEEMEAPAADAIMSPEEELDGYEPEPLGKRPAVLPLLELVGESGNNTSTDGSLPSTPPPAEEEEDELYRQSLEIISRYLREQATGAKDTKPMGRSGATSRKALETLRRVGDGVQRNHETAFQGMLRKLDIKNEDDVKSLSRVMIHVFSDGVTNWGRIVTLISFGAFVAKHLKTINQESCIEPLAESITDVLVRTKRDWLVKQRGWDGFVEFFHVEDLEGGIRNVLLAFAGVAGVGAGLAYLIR
Mcl1-Noxa inh – disrupts binding of human Mcl-1 to Noxa peptide; TR-FRET Mcl-1/Noxa peptide binding, 2 h; inhibition, % at 21.7 µM; hit rate 1.5% among 220,000; AID 1022;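 active = compounds that cut the protein-peptide binding signal by more than 50% relative to plate controls in a single-dose test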;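 also: His-tagged Mcl-1 with rhodamine Noxa BH3 peptide and terbium anti-His antibody; 0% = Mcl-1 plus Noxa peptide wells and 100% = peptide-only wells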
RGS8-Gao – modulates binding of RGS8 to human Galphao; hit rate 0.34% among 220,000; response (percent of control binding), % at 10 µM; P09471; multiplexed bead flow cytometry; actives lie on both sides; in the data active = response below about 60% or above about 140%; inactive = in between;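 also: Galphao activated as the GDP aluminium fluoride complex binding bead-coupled RGS8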
Mcl1-Bid inh – disrupts binding of human Mcl-1 to Bid peptide. AID 1021. TR-FRET Mcl-1/Bid-Dy647 peptide binding, 1536-well. inhibition, % at 21.7 µM. hit rate 0.97% among 220,000;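 active = compounds that cut the binding signal by more than half at the single screening dose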;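 also: His-tagged Mcl-1 with europium anti-His antibody binding Bid BH3 peptide; 0% = Mcl-1 plus peptide wells and 100% = peptide-only wells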
* marks the source's active call; other numbers are inactive results; u = inconclusive; x = no result given. Rule as the data show it, unless noted: active = inhibition above about 40%.

Bfl-1 Bim block,Bcl-2 Bim block,Bim-Bcl-B,Bcl-XL Bim block,Bim-Bcl-W,RGS7-Gao,RGS4-Gao reg,Bim-Mcl-1,Mcl1-Noxa inh,RGS8-Gao,Mcl1-Bid inh,SMILES
1,-6,-21,-10,-8,103,107,-5,41,104,27,CCOc1ccc(N=c2scc(-c3ccc(OC)cc3)n2CCO)cc1
-2,0,-1,-1,2,u,102,2,3,100,-16,Cc1ccc(NS(=O)(=O)c2ccc(C(=O)OCC(=O)NCC3CCCO3)cc2)cc1 (configuration not stated)
-16,-14,-11,-11,-2,101,103,-5,-2,99,-27,COc1ccc(C(C(=O)NC2CCCC2)N(Cc2ccc(F)cc2)C(=O)c2ccn[nH]2)cc1OC (configuration not stated)
-17,-10,-19,-11,-8,102,102,-5,-82,102,4,c1ccc(-c2nc3ccccc3c3nc4ccccc4n23)cc1
-1,-3,-3,-1,-2,97,100,-2,28,101,44,COc1ccc(-c2cc(C(=O)Nc3c(Cl)cc(Cl)cc3Cl)c3ccccc3n2)cc1OC
-6,0,-6,-4,-1,104,109,-4,0,104,-54,c1ccc2oc(-c3[nH]ncc3CN3CCSCC3)cc2c1
-1,-2,-4,-8,-3,97,98,-3,-10,101,-14,COc1ccc(CSCC(=O)Nc2ccccc2SC)cc1
0,7,2,0,3,102,103,0,-8,100,-58,CCN1C2=NCCCN2c2cc(C)c(C)cc21
0,0,0,0,0,95,99,0,19,101,23,CC(C)CNCC(=O)N1c2ccccc2Sc2ccccc21
5,1,4,-1,-2,105,98,-3,11,98,-13,Cc1ccc(C)c(-c2csc(NC(=O)c3cnccn3)n2)c1
1,-5,-9,-5,-6,101,93,-6,11,89,3,C/C=C(/C)C(=O)OC1c2c(ccc3ccc(=O)oc23)OC(C)(C)C1OC(C)=O (configuration not stated)
-8,-4,-3,0,2,103,105,2,2,101,-9,O=C1OCCC1Sc1nc2cc(Cl)ccc2s1 (configuration not stated)
0,-2,-5,-2,-1,100,100,-3,6,100,-6,CC(=O)C1=C(O)CCC1=N
-5,-4,-6,-5,0,96,103,-2,4,102,-26,CC(C)NC(=O)C1CCN(C2CCN(C(=O)Cc3ccc4c(c3)OCO4)CC2)CC1
0,0,-2,-1,0,98,105,-2,3,97,-22,O=C(CC(c1ccccc1)c1ccccc1)NCC1CCCO1 (configuration not stated)
1,-2,-1,0,0,103,103,-1,11,102,6,O=C1NC(=O)/C(=C\c2ccsc2)N1
0,-2,-3,-7,-2,100,101,-3,8,103,-8,CS(=O)(=O)N(CCc1ccccc1)CC(=O)Nc1ccccc1
1,-1,1,0,2,95,99,0,25,94,-7,Cc1cccc(NC(=O)C2CCN(S(=O)(=O)c3c(C)[nH]c(=O)[nH]c3=O)CC2)c1
-6,-3,-4,0,-3,102,104,-1,-6,104,-69,Cn1c(=O)c2c(nc(NCc3ccco3)n2CC(O)CO)n(C)c1=O (configuration not stated)
2,-1,1,0,-1,90,95,-1,-2,91,-14,CC1(C)CC(=O)C2=C(C1)OC(N)=C(C#N)C2C1C=CCCC1 (configuration not stated)
-3,-6,-11,-7,-8,100,99,-6,17,104,-83,Cc1ccc(S(=O)(=O)N(C)C)cc1NC(=S)NC1CCCC(C)C1C (configuration not stated)
-1,-1,0,0,-3,96,100,-5,14,100,-12,O=C(c1ccc(S(=O)(=O)NCC2CCCO2)cc1)N1CCc2ccccc21 (configuration not stated)
17,2,5,20,7,121,120,11,12,130,-20,Fc1cccc(Cn2cc(C(=S)N3CCCCC3)c3ccccc32)c1
0,-5,-37,-4,-3,101,102,-5,20,103,-49,COc1cccc(NC(=S)NNC(=O)CCn2cc([N+](=O)[O-])cn2)c1
-13,-3,-4,-2,0,101,97,1,26,102,64*,COCCCNCC(=O)Nc1sc(C)c(C)c1C(=O)OC
-7,-9,-5,-6,-5,97,97,-3,12,98,-2,Cc1ccccc1NC(=O)Nc1ccc(C(F)(F)F)cc1
-3,0,-2,-6,-5,105,103,-1,20,105,-9,Cc1cc(C)cc(OCCNS(=O)(=O)c2cccs2)c1
x,x,x,x,x,u,100,x,-9,97,-3,CC(C)C(=O)NN(C(=O)C(C)C)c1nc2ccccc2s1
-10,-9,-9,0,0,102,104,-2,35,108,-2,Nn1c(CSc2nc3ccccc3o2)nnc1CSc1nc2ccccc2o1
-8,-7,-5,-3,-2,99,99,-4,5,97,4,CCCc1cc(=O)oc2cc(Oc3ncccn3)ccc12
-4,-2,-4,-1,-2,100,101,-5,-11,102,5,CC(C)(O)C(=O)N=Nc1c(O)[nH]c2ccccc12
5,0,-5,1,0,101,103,0,33,98,-68,Cc1ccn(-c2cc(O)c(-n3ccc(C)n3)cc2O)n1
-7,-10,-2,0,4,91,94,3,12,95,-12,Cc1cc(C)c(NC2=NS(=O)(=O)c3ccccc32)c(C)c1
-6,-4,-3,-1,0,100,99,0,2,100,-53,Nc1cccc([N+](=O)[O-])c1
-2,-2,0,-1,1,104,108,0,-2,104,-2,COc1ccc(C(=O)Nc2cc(Cl)ccc2OC(=O)c2ccc(OC)cc2)cc1
x,x,x,x,x,u,90,x,-29,96,-78,O=C(N/N=C/c1cc(Cl)cc(Cl)c1O)c1ccncc1
-5,-4,-4,-3,-2,100,101,0,-2,98,-11,Cn1c(CNc2cccc(Cl)c2)nnc1SCC#N
0,-1,-2,-2,0,101,99,0,26,101,-2,N#Cc1ccc(-c2ccc(F)cc2)nc1Sc1ccc(F)cc1
x,x,x,x,x,u,99,x,-4,101,-17,COc1ccc(Cc2noc(CN(C)CCc3ccccc3)n2)cc1OC
x,x,x,x,x,u,101,x,-5,99,-71,O=C(Nc1ccc(OC(F)(F)F)cc1)Oc1ccccc1N1CCCCC1
-21,-13,-9,-8,-5,100,99,-7,-4,103,-1,Cc1cc(OCC(=O)N2CCCC2)ccc1Cl
-22,-6,-12,-12,-2,100,100,-7,6,104,11,CCCc1cc(C(=O)OC)c(NC(=O)OCC)s1
1,2,0,-1,1,100,96,-1,11,101,-45,COC(=O)CCC/C=C1/SCC(NC(=O)c2ccccc2)C1O (configuration not stated)
-17,-12,-10,-8,0,102,103,-1,-3,103,-11,COc1ccnc(N=CNOCc2cccc(Cl)c2Cl)c1C#N
-13,-2,-7,-3,-2,97,100,-1,-12,100,-4,CC1CCCN(S(=O)(=O)c2ccc(C(=O)Nc3ccccc3-c3nc4ccccc4[nH]3)cc2)C1 (configuration not stated)
-24,-11,-10,-11,-6,102,101,-6,6,101,-18,COc1cccc(NC=C2C(=O)OC(C)(C)OC2=O)c1
-6,-2,-6,-2,0,105,97,1,3,97,14,c1ccc(Oc2ncnc3sccc23)cc1
-19,-17,-12,-11,-6,98,98,-9,13,102,-19,Cc1[nH]c(=O)[nH]c1C(=O)CCCCC(=O)OCC(=O)Nc1ccccn1

Overlap with the part before: 4 compounds; new compounds follow.
Bfl-1 Bim block,Bcl-2 Bim block,Bim-Bcl-B,Bcl-XL Bim block,Bim-Bcl-W,RGS7-Gao,RGS4-Gao reg,Bim-Mcl-1,Mcl1-Noxa inh,RGS8-Gao,Mcl1-Bid inh,SMILES
-13,-2,-7,-3,-2,97,100,-1,-12,100,-4,CC1CCCN(S(=O)(=O)c2ccc(C(=O)Nc3ccccc3-c3nc4ccccc4[nH]3)cc2)C1 (configuration not stated)
-24,-11,-10,-11,-6,102,101,-6,6,101,-18,COc1cccc(NC=C2C(=O)OC(C)(C)OC2=O)c1
-6,-2,-6,-2,0,105,97,1,3,97,14,c1ccc(Oc2ncnc3sccc23)cc1
-19,-17,-12,-11,-6,98,98,-9,13,102,-19,Cc1[nH]c(=O)[nH]c1C(=O)CCCCC(=O)OCC(=O)Nc1ccccn1
x,x,x,x,x,u,55,x,7,76,-3,CC(=O)c1sc(C(C)(C)C)cc1NC(=O)c1ccccc1C(=O)O
-5,-5,-4,0,0,102,101,1,2,102,-44,COC(=O)CC1SC(=O)NC1=Nc1ccc(C)cc1 (configuration not stated)
-2,-12,-10,-14,-10,97,94,-6,-7,103,-16,CCOC(=O)c1cc2c(nc1NC(=S)NCc1ccccc1)CCCC2
-7,-4,-6,-7,-5,89,93,-5,37,91,16,CCN(CC)CCCOc1ccc(Cl)c(Cl)c1
-3,-5,-11,-2,-4,99,95,-5,-8,98,0,O=C(Cc1ccccc1)N/N=C/c1ccc(Cl)cc1Cl
-6,-2,-1,-2,-2,100,98,1,11,100,-15,CS(=O)(=O)N(CC(=O)NC1CCCC1)c1cccc(F)c1
-10,-7,-8,-4,0,99,99,0,19,99,3,O=C1CC(c2ccc(F)cc2)C2=C(CCCC2=O)N1 (configuration not stated)
-1,0,3,2,0,99,100,0,9,105,-13,Cc1ccc(S(=O)(=O)NC(CC(=O)N2CCOCC2)c2ccco2)cc1 (configuration not stated)
-8,-3,-7,0,-3,103,100,-1,-2,99,-15,CC(C)CCNC(=O)C(C)N(Cc1ccc(F)cc1)C(=O)c1ccc(CN2CCOCC2)o1 (configuration not stated)
-6,-2,-5,-2,-3,99,99,-2,5,102,-31,O=C(CN1CCN(c2ccccc2O)CC1)NCCCc1ccccc1
-5,0,-4,0,2,98,100,0,10,100,-22,COc1ccc(N2C(=O)CC(N3CCN(S(=O)(=O)c4ccc(Cl)cc4)CC3)C2=O)cc1 (configuration not stated)
0,0,-2,-3,-2,101,100,-3,23,103,24,COc1cccc(C(=O)N2CCN(C3CCC(c4ccccc4)CC3)CC2)c1 (configuration not stated)
